Assay outcomes (PubChem BioAssay)
POLB inh – qHTS Assay for Inhibitors of DNA Polymerase Beta; P06746; Pol beta primer extension/strand displacement, fluorescence kinetic; Potency, µM (top dose mostly 114 µM), without a hit: top-dose activity change, negative = inhibition, hits mostly inhibitors; 340,000 compounds, 1.3% hits; AID 485314, 2010; also: potency is read from the fitted curve at half-maximal effect; % is scaled to controls: 0 for no effect and ±100 for the full control effect
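Homogeneous kinetic assay of primer extension and strand displacement by 10 nM Pol beta, preincubated 15 min at room temperature with compound before 50 nM substrate (final) was added. Read at 0 and 10 min; four-parameter Hill fit.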
APE1 inh – qHTS Assay for Inhibitors of the Human Apurinic/apyrimidinic Endonuclease 1 (APE1) | recombinant APE1, TAMRA/BHQ-2 abasic DNA cleavage fluorescence | Potency, µM (series often up to 65.8 µM), for the others: at the highest dose activity change, negative = inhibition, actives largely listed as inhibitors | 350,000 compounds, 0.35% hits | DNA repair nuclease/redox regulator APEX1 (Homo sapiens), P27695;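 also: potency is read from the fitted curve at half-maximal effect; plate controls were vehicle for no effect and reference inhibitor for full effect; nearly all actives have a fitted effect of over 55% in size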
Target sequence (P27695 whole entry, looked up): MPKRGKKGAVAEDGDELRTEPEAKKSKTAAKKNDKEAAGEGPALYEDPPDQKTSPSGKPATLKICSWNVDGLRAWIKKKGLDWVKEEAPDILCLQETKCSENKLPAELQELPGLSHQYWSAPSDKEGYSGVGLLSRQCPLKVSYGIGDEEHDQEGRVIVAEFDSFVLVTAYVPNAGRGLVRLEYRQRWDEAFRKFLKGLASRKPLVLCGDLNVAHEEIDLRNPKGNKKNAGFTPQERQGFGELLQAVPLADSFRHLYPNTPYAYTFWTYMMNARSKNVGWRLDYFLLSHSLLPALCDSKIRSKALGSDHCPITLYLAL
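Substrate: short duplex with […] THF abasic site, 5'-TAMRA and 3'-BHQ-2, 50 nM final. APE1 at 0.75 nM, preincubated 15 min RT with compound. Fluorescence increase from first to third read measured activity.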
POLH inh – qHTS for Inhibitors of Polymerase Eta; DNA polymerase eta (Homo sapiens), Q9Y253; recombinant Pol eta, fluorescent DNA replication assay; Potency, µM (top dose mostly 114 µM), for inactives: at the top dose activity change, negative = inhibition, actives largely listed as inhibitors; 390,000 compounds, 1.2% hits; also: potency is read from the fitted curve at half-maximal effect; % is scaled to controls: 0 for no effect and ±100 for the full control effect
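Fluorescent replication assay: 50 nM final substrate added after a 15 min room-temperature compound preincubation with 10 nM enzyme. Signal taken at 0 min and again at 10 min.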
LDHA block – qHTS assay for inhibitors of human lactate dehydrogenase | AID 1347041, 2019 | purified LDHA, NADH/diaphorase-resazurin fluorescence; active compounds read low | activity change, % (values are at about 110 or 230 µM) | 480,000 compounds, 0.15% hits; in the data active = activity change below about -30%; inconclusive = mostly about -25% to -30%;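 also: plate controls were DMSO wells for no effect and wells without enzyme for full effect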
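Enzyme activity of human lactate dehydrogenase 5 (2 nM; 0.06 mM NADH, 0.2 mM pyruvate, 5 min, RT) is measured via a resazurin/diaphorase fluorescence readout of residual NADH.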
RGS4 inh – Inhibitors of Regulator of G Protein Signaling (RGS) 4: qHTS; Regulator of G-protein signaling 4 (Homo sapiens), P49798; Transcreener GDP fluorescence polarization, RGS4-accelerated GTP hydrolysis; Potency, µM (doses to about 114 µM), without a hit: at the highest dose activity change, negative = inhibition, actives largely listed as inhibitors; 390,000 compounds, 0.039% hits; AID 504845, 2011; also: potency is read from the fitted curve at half-maximal effect; % is scaled to controls: 0 for no effect and ±100 for the full control effect; nearly all actives have a fitted effect of over 75% in size; some results filed as inactive show a strong effect at the top dose
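MLSMR compounds (23 nl, pin-transferred) preincubated 10 min at room temperature with a 500nM (2x) first reagent, then RGS4 at 900nM (2x) plus Transcreener GDP mix added; fluorescence polarization (620/688 nm) read before and after 90 min at 30 °C.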
12-LOX inh – Primary qHTS assay for inhibitors of human arachidonate 12S-lipoxygenase (ALOX12): Round 2; Polyunsaturated fatty acid lipoxygenase ALOX12 (Homo sapiens), P18054; purified 12hLO, xylenol orange hydroperoxide absorbance; Potency, µM (series often up to 108 µM), for inactives: at the highest dose activity change, negative = inhibition, actives largely listed as inhibitors; 580,000 compounds, 1.1% hits; AID 1671190, 2021; also: potency is read from the fitted curve at half-maximal effect; % is scaled to controls: 0 for no effect and ±100 for the full control effect
Target sequence (P18054 whole entry, looked up): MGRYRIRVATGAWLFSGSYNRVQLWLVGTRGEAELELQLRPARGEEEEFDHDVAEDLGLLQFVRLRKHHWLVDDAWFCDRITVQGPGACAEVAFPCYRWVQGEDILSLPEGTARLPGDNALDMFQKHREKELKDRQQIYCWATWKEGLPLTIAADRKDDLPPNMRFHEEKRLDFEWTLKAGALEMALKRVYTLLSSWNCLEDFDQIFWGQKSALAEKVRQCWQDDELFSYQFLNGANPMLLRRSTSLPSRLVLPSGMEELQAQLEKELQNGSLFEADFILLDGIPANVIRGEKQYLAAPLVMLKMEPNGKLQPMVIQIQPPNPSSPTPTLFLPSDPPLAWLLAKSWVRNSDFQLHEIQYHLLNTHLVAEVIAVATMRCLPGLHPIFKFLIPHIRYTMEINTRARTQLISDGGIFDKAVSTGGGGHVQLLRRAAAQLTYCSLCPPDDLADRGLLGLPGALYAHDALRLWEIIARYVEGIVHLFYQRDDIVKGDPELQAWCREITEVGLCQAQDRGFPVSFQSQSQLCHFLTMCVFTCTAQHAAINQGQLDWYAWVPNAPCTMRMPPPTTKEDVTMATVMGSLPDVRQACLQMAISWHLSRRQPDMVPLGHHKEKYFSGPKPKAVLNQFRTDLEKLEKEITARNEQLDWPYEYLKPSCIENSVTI
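Hydroperoxide product was detected by ferrous iron/xylenol orange as the 573 to 405 nm absorbance ratio. Arachidonic acid at 40 uM (final) was turned over for 30 min at room temperature by 150 nM human 12hLO, pH 7.0 Hepes buffer, after 15 min compound preincubation.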
Apoferritin bind – qHTS Assay for Identification of Novel General Anesthetics | apoferritin/1-aminoanthracene competitive binding, fluorescence | Potency, µM (titrated, usually from 77.5 µM), for inactives: at the top dose activity change, negative = displacement, most hits filed as inhibitors | 350,000 compounds, 0.074% hits; also: potency is read from the fitted curve at half-maximal effect; % is scaled to controls: 0 for no effect and ±100 for the full control effect; nearly all actives have a fitted effect of over 20% in size
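Apoferritin-based anesthetic binding model; compound displacement of fluorescent 1-AMA measured as endpoint fluorescence after 10 minutes at room temperature, scaled to free-ligand and complex controls.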
POLK inh – qHTS for Inhibitors of Polymerase Kappa | purified Pol kappa, fluorescent DNA synthesis assay, 10 min | AID 588579, 2011 | Potency, µM (doses to about 107 µM), inactives show at the top dose activity, negative = inhibition, most hits filed as inhibitors | 400,000 compounds, 0.53% hits | DNA polymerase kappa (Homo sapiens), Q9UBT6; also: potency is read from the fitted curve at half-maximal effect; % is scaled to controls: 0 for no effect and ±100 for the full control effect
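Enzyme at 10 nM met test compounds for 15 min at room temperature. Substrate addition (50 nM final) began the reaction, which was monitored by fluorescence at 0 and 10 min.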
ERG-DNA inh – qHTS for Small Molecule Inhibitors of the ERG Ets/DNA interaction | Transcriptional regulator ERG (Homo sapiens), P11308 | fluorescence polarization, His-ERG Ets domain / labelled DNA | Potency, µM (highest dose often 76.9 µM), without a hit: top-dose FP activity, negative = inhibition, hits mostly inhibitors | 370,000 compounds, 0.028% hits; active = well fitted inhibition curve with a large enough effect in the polarisation, with a control signal flat; inconclusive = small, poorly fitted or top-dose-only effect, or effect the other way, or a change in a side signal; inactive = no such curve, though single readings can be large or run the other way; the % refers to the polarisation;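 also: polarization taken with two DNA probes labelled with fluorescein and Texas red; potency is read from the fitted curve at half-maximal effect; % of control where 0% means no effect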
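His-tagged ERG Ets domain (1 uM in the protein solution; 300mM KCl, 50mM Tris-HCl, 1mM EDTA, 1mM DTT, pH 7.5) received compound, then a probe mix of 5 nM fluorescein-DNA and 100nM Texas-615-DNA. Fluorescence polarization was read for both dyes.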
Numbers without * were called inactive; i = inactive; ? = inconclusive; . = not tested or not shown; & = joins results of further samples; [ ] = another dose, or the depositor's remark. Unless noted, calls follow the shape of the dose curve; as a rule, active = well fitted curve in the direction sought with a large enough effect; inconclusive = small, poorly fitted or top-dose-only effect, or another doubt; inactive = no such curve, though single readings can be large; an effect the other way counts as inactive or inconclusive.

SMILES	POLB inh	APE1 inh	POLH inh	LDHA block	RGS4 inh	12-LOX inh	Apoferritin bind	POLK inh	ERG-DNA inh
Cn1c(=O)n(C)c2cc(/C=N/NC(=S)NCc3ccccc3)ccc21	5%	-10%	?	-5	-43%	?	73%[activator]	-10%	-8%
O=C(NCCC1CCCCN1S(=O)(=O)c1ccccc1)C(=O)NCc1ccccc1F (stereo not given)	.	-7%	-7%	-12	-5%	11%	.	-12%	-7%
Cc1nc(N)sc1C(=O)Nc1ccccc1	0%	-2%	-18%	1	-46%	?	-9%	-10%	0%
COc1ccc(-c2nc(SCC(=O)NC3CCCC3)c(-c3ccc(F)cc3)[nH]2)cc1	-18%	.	0%	-9	10%	-12%	3%	-13%	13%
COc1ccc(/C=N/NC(=O)c2cc(C)oc2C)cc1OC	-16%	0%	-17%	-7	-6%	183%[activator]	-5%	5%	-2%
CC(=O)c1cccc(S(=O)(=O)N2CCC(C(=O)Nc3cccc(C(=O)NC4CC4)c3)CC2)c1	.	14%	-14%	-2	10%	0%	.	-7%	7%
Cc1ccc(C)c(NC(=O)CN(C)C(=O)c2cc(C3CC3)nn2-c2ccccc2)c1	.	-5%	-21%	0	-10%	22%	.	-14%	8%
CC(C)(C)n1nnnc1C(c1ccccn1)N1CCN(C(c2ccccc2)c2ccccc2)CC1 (stereo not given)	-20%	3%	6%	-1	13%	9%	-1%	-13%	-3%
CCc1nnc(NS(=O)(=O)c2ccc(NC(=O)c3cc(Cl)ccc3OC)cc2)s1	8%	-11%	-12%	-8	-2%	-18%	6%	3%[60.1 µM]	-8%
CCOc1ccc(N2CC(NC(=O)Cc3cccs3)CC2=O)cc1 (stereo not given)	-5%	.	-11%	-11	19%	-28%	12%	-11%[60.1 µM]	-1%
O=C(Nc1ccccc1)/C(=C\c1ccc2c(c1)OCO2)NC(=O)c1ccco1	2%	-5%	3%	-3	-17%	-4%	-15%	-4%	.
COc1cc(C(=O)Nn2cnnc2)ccc1OC(F)F	14%	35%	0%	-4	31%	6%	-6%	-7%[60.1 µM]	-8%
CCc1ccc(C(=O)c2cn(CC(=O)Nc3ccc(OC)cc3)c3cc4c(cc3c2=O)OCCO4)cc1	16%	.	-10%	-4	3%	-27%	-1%	7%	0%
COc1ccc(CCNC(=S)NC(=O)/C=C/c2ccc(C)cc2)cc1OC	32%	9%	-15%	-15	-25%	-7%	?	-6%	.
Cc1ccc(S(=O)(=O)NCCc2nnc3ccc(SCc4ccc(F)cc4)nn23)cc1	5%	.	-10%	-1	2%	-32%	?	-13%	1%
O=C(COC(=O)CNS(=O)(=O)c1cccc(Br)c1)Nc1ccccc1Sc1ccccc1	15%	11%	-18%	-2	-39%	-21%	4%	-18%	7%
CS(=O)(=O)c1cccc(NC(=O)CSc2nnc3n2CCCCC3)c1	.	-2%	-8%	-6	-3%	2%	.	-3%	2%
C/C(=N\NC(=O)c1cc(-c2ccncc2)nc2ccccc12)c1ccc(OC(F)F)cc1	-1%	?	-18%	-10	-29%	10%	?	-15%	2%
CC(C)C[C@@H](/C=C/S(C)(=O)=O)NC(=O)[C@H](CC(C)C)NC(=O)[C@H](CC(C)C)NC(=O)OCc1ccccc1	.	2%	.	.	i	.	-12%	2%[19.4 µM]	.
COc1cccc(-n2cnc3c(sc4nc(N5CCOCC5)c5c(c43)CCCC5)c2=O)c1	-5%	-1%	-10%	-4	11%	19%	-9%	1%	0%
COc1ccc2c(c1)c(C(=O)O)c(C)n2-c1ccc(Cl)cc1	9%	-12%	1%	-4	47%	-9%	5%	-5%	-1%
C[C@H]1C(=O)N(C)CCN1Cc1cn(C)nc1-c1ccc(Oc2ccccc2)cc1	-3%	-4%	-8%	1	-17%	-1%	-4%	14%	1%
COc1ccc(Cl)cc1NC(=O)CSc1nnc(C)n2c1cc1sccc12	25%	.	6%	-1	-5%	-26%	-4%	-1%	-6%
COc1ccccc1N1CCN(C(=O)c2cccc(NC3=NC4CS(=O)(=O)CC4S3)c2)CC1 (stereo not given)	1%	-1%	-11%	0	-11%	-10%	-11%	-18%	-8%
CCOC(=O)c1noc(C)c1C(=O)Nc1nccs1	-1%	20%	13%	-7	21%	-22%	1%	-12%	2%
SMILES	POLB inh	APE1 inh	POLH inh	LDHA block	RGS4 inh	12-LOX inh	Apoferritin bind	POLK inh	ERG-DNA inh
CC(=O)Oc1ccccc1-c1nc(C)nc(N(C)C(C)=O)n1	27%	1%	-7%	6	-28%	-9%	0%	1%	-1%
Cc1ccc(-n2c(=O)c3ccccc3n(CC(=O)NCc3ccco3)c2=O)cc1	1%	-3%	-1%	0	-16%	-1%	-8%	3%	6%
Cc1oc2cc(O)ccc2c(=O)c1Oc1ccccc1Br	22%	8%	-15%	-3&-6	-5%	-12%&-7%	65%[activator]	-2%	3%
Cc1sc(NC(=O)C2CCCO2)c(C#N)c1C (stereo not given)	-26%	?	-22%	-4	-12%	?	-9%	-37%	8%
CC(C)Oc1ccc(C(=O)N(Cc2ccc(N(C)C)cc2)Cc2ccco2)cc1	21%	.	.	5	-4%	?	77%[activator]	-2%	2%
Cc1ccc(C(c2nnnn2CS(=O)(=O)c2ccc(C)cc2)N2CCCC2)cc1 (stereo not given)	16%	2%	-2%	-7	16%	?	-5%	-7%	8%
COc1ccc(OCC(=O)N(Cc2cccs2)C2CCS(=O)(=O)C2)cc1 (stereo not given)	-2%	5%	-17%	-4	-15%	17%	-5%	-23%	-7%
CCNC(=O)Nc1ccc(-n2nc(C)c(C(=O)OCC)c2C)nc1	-25%	-2%	-11%	0	-84%[56.9 µM]	-5%	-5%	-30%	-11%
N/C(=N\OC(=O)c1cccs1)c1cccnc1	-26%	58%[activator]	-19%	-9	-11%	-12%	7%	0%	-12%
O=C1NC2CCCCC2C(=O)N1OS(=O)(=O)c1ccccc1 (stereo not given)	.	.	-10%	-5	?	?	.	-6%	9%
O=C(Nc1ccc(Cl)cc1)N1CCCC1	-9%	-3%	1%	-1	-3%	10%	2%	?	-8%
CCOC(=O)C1Nc2ccc(C(F)(F)F)cc2C2C=CCC12 (stereo not given)	.	.	79µM*	6	-36%	18µM*	.	?	8%
COc1cccc(N2CCN(C(=O)CCCCCn3c(=S)[nH]c4cc5c(cc4c3=O)OCO5)CC2)c1	-1%	22%	-20%	-6	-24%[56.9 µM]	57%[activator]	3%	8%	10%
Cc1ccc2[nH]cc(/C=C/c3cc[n+](C)cc3)c2c1	-2%	19%	-20%	3	-35%	?	68%[activator]	-24%	2%
COc1ccc(-c2noc(CN(C(=O)c3ccccc3Cl)C(C)C)n2)cc1	-24%	.	-24%	6	-8%	-5%	-6%	16%	1%
Cc1ccccc1N1CCN(C2CCCN(C(=O)CCN3CCCO3)C2)CC1 (stereo not given)	8%	12%	-8%	0	4%	10%	-4%	-2%	2%
CC(=O)C1=C(C)NC(=O)NC1/C=C/c1ccccc1 (stereo not given)	0%	8%	-4%	-9	12%	2%	0%	-5%	-9%
Cc1c(NC(=O)c2ccc(CN3CCc4ccccc4C3)cc2)c(=O)n(-c2ccccc2)n1C	-12%	?	-10%	-3	9%	-27%	1%	7%	7%
Cc1cccc(C)c1NC(=O)Cn1cc(S(=O)(=O)Cc2ccc(F)cc2)c2ccccc21	28µM*	.	?	-8	8%	50µM*	-1%	?	-9%
CC(C)CC(C(=O)Nc1oc(-c2ccco2)c(-c2ccco2)c1C#N)N1C(=O)c2ccccc2C1=O (stereo not given)	32µM*	2%	20µM*	-2	-47%	?	?	?	-1%
O=C(O)c1ccc(N2C(=O)CC(SC(=NCc3ccc4c(c3)OCO4)Nc3ccc(F)cc3)C2=O)cc1 (stereo not given)	-14%	2%	-26%	-5	-3%	-22%	-9%	-2%	-5%
CCn1c(SCC(=O)Nc2ccccc2C(=O)OC)nnc1-c1ccoc1C	2%	2%	-5%	-5	25%	?	-12%	-23%	0%
COc1cccc(CNC(=O)CCC2CCCN(C(=O)Cc3ccccc3F)C2)c1 (stereo not given)	-1%	3%	-20%	1	-22%	-4%	-10%	2%	1%
O=C(CN1C(=O)C2CC=CCC2C1=O)Nc1nnc(C2CC2)s1 (stereo not given)	.	25%	-11%	2	1%	-7%	.	9%	2%
CCn1cc(C(=O)NC(C)C)c(=O)c2cc(F)c(N3CCN(C(=O)c4ccco4)CC3)cc21	11%	52%[activator]	-10%	1	-14%	-7%	-7%	2%	-9%
COc1ccccc1CN1CC(C(=O)NCc2ccc(N3CCCC3=O)cc2)CCC1=O (stereo not given)	-19%	9%	-8%	-7	7%	21%	-4%	-6%	-8%

Only part of the results is shown; the hit share may differ from the screen's.
